# NSD2 block = NSD2 (human) methyltransferase inhibition; hit rate 0.07% among 44,000; NSD2-SET H3K36me1 DELFIA fluorescence, biochemical; inhibition, % at 12.5 µM; in the data active means inhibition above about 54%, passing the limit was not always enough;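 further: inhibitors reduce the monomethyl H3K36 fluorescence signal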
# Target sequence (O96028 whole entry, looked up): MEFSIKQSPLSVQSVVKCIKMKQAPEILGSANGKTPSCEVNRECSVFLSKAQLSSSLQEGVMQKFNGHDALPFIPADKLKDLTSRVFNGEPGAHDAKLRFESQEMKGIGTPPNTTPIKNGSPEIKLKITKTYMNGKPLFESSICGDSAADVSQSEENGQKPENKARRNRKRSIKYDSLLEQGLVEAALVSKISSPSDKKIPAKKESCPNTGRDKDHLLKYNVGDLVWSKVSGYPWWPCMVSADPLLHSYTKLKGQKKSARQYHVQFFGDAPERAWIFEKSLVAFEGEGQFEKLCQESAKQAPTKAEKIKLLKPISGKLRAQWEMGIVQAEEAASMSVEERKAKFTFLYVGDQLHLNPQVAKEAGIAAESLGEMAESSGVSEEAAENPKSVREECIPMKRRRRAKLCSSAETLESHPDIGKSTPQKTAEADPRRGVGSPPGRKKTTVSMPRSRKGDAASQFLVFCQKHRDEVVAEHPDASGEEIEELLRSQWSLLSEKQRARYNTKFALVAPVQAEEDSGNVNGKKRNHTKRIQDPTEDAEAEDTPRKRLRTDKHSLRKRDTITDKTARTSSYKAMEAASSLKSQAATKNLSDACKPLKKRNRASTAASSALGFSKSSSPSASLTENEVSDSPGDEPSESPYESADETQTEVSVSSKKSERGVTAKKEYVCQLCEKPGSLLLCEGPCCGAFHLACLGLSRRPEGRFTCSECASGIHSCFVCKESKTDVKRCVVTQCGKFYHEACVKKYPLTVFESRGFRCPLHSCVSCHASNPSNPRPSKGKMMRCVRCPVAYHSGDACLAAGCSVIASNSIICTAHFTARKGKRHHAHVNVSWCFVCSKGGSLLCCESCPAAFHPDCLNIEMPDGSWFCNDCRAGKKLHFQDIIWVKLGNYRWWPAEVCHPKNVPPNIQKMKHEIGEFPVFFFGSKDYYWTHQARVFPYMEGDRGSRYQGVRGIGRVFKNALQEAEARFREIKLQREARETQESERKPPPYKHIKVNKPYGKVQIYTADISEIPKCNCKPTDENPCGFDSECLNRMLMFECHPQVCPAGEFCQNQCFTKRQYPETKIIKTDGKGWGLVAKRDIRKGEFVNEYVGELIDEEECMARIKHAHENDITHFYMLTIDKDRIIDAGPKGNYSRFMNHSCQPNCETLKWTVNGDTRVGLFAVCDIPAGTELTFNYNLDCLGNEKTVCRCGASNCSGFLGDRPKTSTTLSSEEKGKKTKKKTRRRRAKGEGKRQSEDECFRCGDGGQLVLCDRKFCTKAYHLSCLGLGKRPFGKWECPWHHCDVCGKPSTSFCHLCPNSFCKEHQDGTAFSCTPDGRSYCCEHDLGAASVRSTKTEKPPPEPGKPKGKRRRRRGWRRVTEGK
# * = called active by the depositor.
NSD2 block | structure
-7 | COc1ccc(S(=O)(=O)N(C)C[C@@H]2Oc3ccc(NS(=O)(=O)c4cccs4)cc3CC(=O)N([C@@H](C)CO)C[C@H]2C)cc1
4 | C[C@@H]1CN([C@@H](C)CO)C(=O)Cc2cc(NS(=O)(=O)c3cn(C)cn3)ccc2O[C@@H]1CN(C)CC1CCCCC1
1 | CCC(=O)N(C)C[C@@H]1Oc2cc(C3=CCCCC3)ccc2S(=O)(=O)N([C@H](C)CO)C[C@@H]1C
-5 | CN1CC(=O)N/C1=N/C(=O)Nc1cccc(Cl)c1
-12 | C[C@@H]1CN([C@H](C)CO)C(=O)c2cccc(NS(C)(=O)=O)c2O[C@@H]1CN(C)Cc1ccccc1
-9 | COc1ccc(NC(=O)Nc2ccc3c(c2)C(=O)N([C@H](C)CO)C[C@@H](C)[C@H](CN(C)S(=O)(=O)c2ccc(OC)cc2)O3)cc1
-6 | C[C@@H]1CCCCO[C@H](CN(C)Cc2ccccc2)[C@H](C)CN([C@@H](C)CO)C(=O)c2cc(NS(=O)(=O)c3cn(C)cn3)ccc2O1
-4 | C[C@H]1CN([C@@H](C)CO)S(=O)(=O)c2ccc(C#CC3CCCC3)cc2O[C@H]1CN(C)Cc1ccccc1C(=O)O
-4 | C[C@H]1CN([C@@H](C)CO)C(=O)c2cccc(NS(=O)(=O)c3ccc(Cl)cc3)c2O[C@H]1CN(C)S(=O)(=O)c1ccc(Cl)cc1
0 | C[C@@H]1CN([C@H](C)CO)C(=O)Cc2cc(NC(=O)Nc3ccc4c(c3)OCO4)ccc2O[C@H]1CN(C)Cc1ccccc1
20 | O=C(C[C@H]1C=C[C@@H](NC(=O)CN2CCOCC2)[C@H](CO)O1)NCc1cccc(F)c1
1 | COC(=O)C[C@@H]1C[C@H]2c3cc(NS(=O)(=O)c4ccccc4)ccc3O[C@H]2[C@H](CO)O1
-1 | C/C=C/c1ccc2c(c1)O[C@@H](CN(C)C(=O)Nc1ccccc1)[C@@H](C)CN([C@H](C)CO)S2(=O)=O
-11 | C[C@@H]1CN([C@@H](C)CO)C(=O)c2cccc(NS(=O)(=O)c3ccc(F)cc3)c2O[C@@H]1CN(C)Cc1ccc(-c2ccccc2)cc1
21 | CNC[C@@H]1OCCCC[C@@H](C)Oc2ccc(NC(=O)Nc3ccccc3)cc2C(=O)N([C@H](C)CO)C[C@@H]1C
3 | COc1cccc(NC(=O)N(C)C[C@H]2Oc3cc(-c4cccc(C(=O)N(C)C)c4)ccc3S(=O)(=O)N([C@@H](C)CO)C[C@@H]2C)c1
-5 | Cc1noc(C)c1S(=O)(=O)N(C)C[C@H]1Oc2ccc(NC(=O)C3CC3)cc2CC(=O)N([C@H](C)CO)C[C@@H]1C
-1 | CC(C)NC(=O)Nc1ccc2c(c1)C(=O)N([C@@H](C)CO)C[C@H](C)[C@@H](CN(C)C(=O)Nc1ccc(F)cc1)OCCCC[C@H](C)O2
-8 | COc1ccc(S(=O)(=O)Nc2ccc3c(c2)C(=O)N([C@H](C)CO)C[C@H](C)[C@H](CN(C)S(=O)(=O)c2ccccc2)OCCCC[C@H](C)O3)cc1
3 | C/C=C/c1ccc2c(c1)O[C@@H](CN(C)Cc1ccncc1)[C@H](C)CN([C@@H](C)CO)S2(=O)=O
-6 | C=CCNC(=O)[C@@H]1[C@H]2C(=O)O[C@H](c3ccccc3)[C@H](c3ccccc3)N2[C@H](c2ccccc2OCCO)[C@@]12C(=O)N(C(=O)OCCOC)c1ccc(C#Cc3ccc(OC)cc3)cc12
-5 | Cc1noc(C)c1S(=O)(=O)Nc1ccc2c(c1)C(=O)N([C@@H](C)CO)C[C@@H](C)[C@@H](CN(C)Cc1ccncc1)OCCCC[C@@H](C)O2
5 | C[C@@H]1CN([C@H](C)CO)C(=O)c2cc(NC(=O)c3ccccc3)ccc2O[C@@H](C)CCCCO[C@H]1CN(C)C(=O)c1ccncc1
62* | CC1(C)CC[C@]2(C(=O)O[C@@H]3O[C@H](CO)[C@@H](O)[C@H](O)[C@H]3O)CC[C@]3(C)C(=CCC4[C@@]5(C)C[C@@H](O)[C@H](O)[C@@](C)(CO)C5[C@H](O)C[C@]43C)C2[C@@H]1O (some centres not stated)
2 | C[C@@H]1CN([C@H](C)CO)C(=O)c2cccc(NC(=O)c3cnccn3)c2O[C@H]1CN(C)Cc1ccncc1
0 | COc1ccc(S(=O)(=O)Nc2ccc3c(c2)CC(=O)N([C@@H](C)CO)C[C@@H](C)[C@H](CN(C)S(=O)(=O)c2ccc(C)cc2)O3)cc1
-8 | C[C@@H]1CN([C@H](C)CO)C(=O)Cc2cc(NC(=O)CCCCCC(=O)Nc3ccccc3N)ccc2O[C@@H]1CN(C)C(=O)Nc1ccc(F)cc1
-24 | C[C@@H]1CN([C@@H](C)CO)C(=O)c2cc(NC(=O)Cn3cnnn3)ccc2O[C@@H]1CN(C)S(=O)(=O)c1ccccc1
1 | CNC[C@@H]1Oc2c(NS(=O)(=O)c3cccs3)cccc2C(=O)N([C@H](C)CO)C[C@@H]1C
2 | C[C@H](CO)N1C[C@H](C)[C@@H](CN(C)C(=O)CN(C)C)Oc2ncc(C#Cc3cccnc3)cc2C1=O
-11 | C[C@H]1CN([C@@H](C)CO)C(=O)c2cc(NC(=O)CCC(F)(F)F)ccc2O[C@H]1CN(C)S(=O)(=O)c1ccc(Cl)cc1
49 | Cc1noc(C)c1NC(=O)N(C)C[C@@H]1OCCCC[C@@H](C)Oc2ccc(NS(C)(=O)=O)cc2C(=O)N([C@H](C)CO)C[C@H]1C
-2 | C[C@@H]1CN([C@H](C)CO)C(=O)Cc2cc(NC(=O)Cc3cn(C)c4ccccc34)ccc2O[C@@H]1CN(C)S(=O)(=O)c1ccccc1
0 | C[C@@H]1CN([C@@H](C)CO)C(=O)c2cc(NS(=O)(=O)c3ccccc3)ccc2O[C@H]1CN(C)Cc1ccc(C(=O)Nc2ccccc2N)cc1
1 | CCCC(O)C#Cc1cnc2c(c1)C(=O)N([C@H](C)CO)C[C@H](C)[C@H](CN(C)S(=O)(=O)c1ccc(C#N)cc1)O2 (some centres not stated)
1 | Cc1noc(C)c1S(=O)(=O)N(C)C[C@H]1Oc2ccc(NS(=O)(=O)c3ccccc3)cc2CC(=O)N([C@@H](C)CO)C[C@@H]1C
0 | C[C@@H]1CN([C@@H](C)CO)C(=O)Cc2cc(NC(=O)CCCN(C)C)ccc2O[C@@H]1CN(C)C
0 | CC(C)NC(=O)Nc1ccc2c(c1)CC(=O)N([C@@H](C)CO)C[C@H](C)[C@@H](CN(C)C)O2
4 | O=C(C[C@H]1C[C@H]2c3cc(NS(=O)(=O)c4ccc(F)cc4)ccc3O[C@H]2[C@@H](CO)O1)N1CCCCC1
16 | C[C@@H]1CN([C@H](C)CO)C(=O)c2cc(NC(=O)Cc3ccccc3)ccc2O[C@@H](C)CCCCO[C@@H]1CN(C)S(=O)(=O)c1ccc(F)cc1
0 | C[C@H](CO)N1C[C@H](C)[C@H](CN(C)C(=O)Nc2ccc3c(c2)OCO3)Oc2ccc(NC(=O)CCN3CCOCC3)cc2CC1=O
2 | Cc1ccc(S(=O)(=O)Nc2ccc3c(c2)C(=O)N([C@H](C)CO)C[C@H](C)[C@H](CN(C)C(=O)Nc2ccccc2)O3)cc1
-5 | C[C@H]1CN([C@@H](C)CO)C(=O)Cc2cc(NC(=O)Nc3cccc4ccccc34)ccc2O[C@H]1CN(C)C(=O)Nc1cccc2ccccc12
0 | COc1ccccc1-c1cnc2c(c1)C(=O)N([C@H](C)CO)C[C@@H](C)[C@@H](CN(C)Cc1cccc(F)c1)O2
1 | CC(C)NC(=O)Nc1cccc2c1O[C@H](CN(C)C(=O)Nc1cccc3ccccc13)[C@H](C)CN([C@H](C)CO)C2=O
0 | C[C@@H]1CN([C@@H](C)CO)C(=O)c2cccc(NS(=O)(=O)c3cn(C)cn3)c2O[C@H]1CN(C)Cc1ccc(C(=O)Nc2ccccc2N)cc1
1 | CC(C)=CCC[C@H](C)C/C=N/NC(=O)c1ccccn1
0 | C[C@H](CO)N1C[C@H](C)[C@@H](CN(C)Cc2ccncc2)Oc2ncc(C#CC3CCCCC3)cc2C1=O
0 | C[C@@H]1CN([C@@H](C)CO)C(=O)c2cccc(NS(C)(=O)=O)c2O[C@@H]1CN(C)Cc1ccncc1
9 | COc1ccc(S(=O)(=O)Nc2ccc3c(c2)C(=O)N([C@@H](C)CO)C[C@H](C)[C@H](CN(C)S(=O)(=O)c2ccccc2)O3)cc1
-15 | CCCN(C)C[C@H]1OCCCC[C@@H](C)Oc2ccc(NC(=O)Nc3ccccc3)cc2C(=O)N([C@H](C)CO)C[C@@H]1C
-7 | C[C@@H]1CCCCO[C@@H](CN(C)C(=O)Nc2ccc(C(F)(F)F)cc2)[C@@H](C)CN([C@H](C)CO)C(=O)c2cc(NC(=O)CCCCCC(=O)Nc3ccccc3N)ccc2O1
-2 | C[C@@H]1CCCCO[C@H](CN(C)C(=O)CCC(F)(F)F)[C@@H](C)CN([C@@H](C)CO)C(=O)c2cc(NC(=O)CCC(F)(F)F)ccc2O1
-5 | C[C@@H]1CN([C@@H](C)CO)C(=O)c2cc(Br)cnc2O[C@@H]1CN(C)Cc1cccc(F)c1
5 | CNC[C@@H]1Oc2ccc(NS(=O)(=O)c3ccc(C)cc3)cc2CC(=O)N([C@@H](C)CO)C[C@@H]1C
2 | COC(=O)CCCCCCC(=O)NN=C1CCCCCCC1
-11 | C[C@@H]1CCCCO[C@@H](CN(C)C(=O)c2ccccc2)[C@H](C)CN([C@@H](C)CO)C(=O)c2cc(NC(=O)Nc3ccc4c(c3)OCO4)ccc2O1
25 | Cc1cc2ccccc2n2c(SCC(=O)NCc3ccco3)nnc12
5 | COc1ccc(S(=O)(=O)N(C)C[C@@H]2Oc3ncc(C#CC4(O)CCCC4)cc3C(=O)N([C@@H](C)CO)C[C@H]2C)cc1
0 | Cc1ccccc1CN(C)C[C@@H]1OCc2cn(nn2)CCCC(=O)N([C@H](C)CO)C[C@@H]1C

# Further records follow:
NSD2 block | structure
2 | O=c1ccc2ccc(Oc3ncnc4scc(-c5ccc(F)cc5)c34)cc2o1
3 | Cc1ccccc1-c1ccc2c(c1)O[C@@H](CN(C)C(=O)c1ccccn1)[C@@H](C)CN([C@@H](C)CO)S2(=O)=O
4 | C[C@@H]1CN([C@@H](C)CO)C(=O)c2cc(NC(=O)CCN3CCOCC3)ccc2O[C@H]1CN(C)C
-1 | COCC(=O)N(C)C[C@@H]1Oc2ncc(C#CCC3CCCC3)cc2C(=O)N([C@@H](C)CO)C[C@H]1C
4 | CN1CCN(C(=O)C[C@H]2CC[C@H](NS(=O)(=O)c3cccc(F)c3)[C@H](CO)O2)CC1
7 | Cc1nc2sccn2c(=O)c1CCN1CCC(=C(c2ccccc2)c2ccc(F)cc2)CC1
-5 | COCC(=O)N(C)C[C@H]1Oc2cc(C#CCC(C)C)ccc2S(=O)(=O)N([C@@H](C)CO)C[C@@H]1C
-4 | C[C@@H]1CN([C@@H](C)CO)S(=O)(=O)c2ccc(-c3cccc(F)c3)cc2O[C@H]1CN(C)C(=O)Nc1cc(F)ccc1F
-3 | O=C1CCC=CC1(O)C(=O)OCc1cccc(O)c1OC1OC(CO)C(O)C(O)C1O (configuration not stated)
-5 | C[C@H](CO)N1C[C@H](C)[C@@H](CN(C)C(=O)c2ccccc2)OCc2ccccc2-c2ccccc2C1=O
3 | O=C(C[C@@H]1C=C[C@@H](NC(=O)c2cccnc2)[C@@H](CO)O1)NCCN1CCCCC1
2 | COC(=O)CCCCCCC(=O)N/N=C/c1ccncc1Br
0 | CC(C)NC(=O)N(C)C[C@@H]1Oc2cc(C#CCN(C)C)ccc2S(=O)(=O)N([C@H](C)CO)C[C@H]1C
-1 | C[C@@H]1CN([C@H](C)CO)C(=O)c2cc(C#CC3(O)CCCC3)cnc2O[C@@H]1CN(C)C(=O)CN(C)C
-109 | COc1ccccc1S(=O)(=O)N(C)C[C@@H]1Oc2cc(C#CCC(C)C)ccc2S(=O)(=O)N([C@H](C)CO)C[C@H]1C
2 | CCOC(=O)Nc1c[n+](N2CCOCC2)no1
4 | COc1ccccc1-c1ccc2c(c1)O[C@@H](CN(C)S(=O)(=O)c1ccc(C)cc1)[C@@H](C)CN([C@H](C)CO)S2(=O)=O
7 | COc1ccc(C#Cc2ccc3c(c2)O[C@@H](CN(C)C(=O)NC2CCCCC2)[C@@H](C)CN([C@H](C)CO)S3(=O)=O)cc1
1 | Cc1ccc(S(=O)(=O)N(C)C[C@@H]2OCc3ccccc3-c3c(n(C)c4ccccc34)C(=O)N([C@@H](C)CO)C[C@@H]2C)cc1
2 | O=c1n(-c2ccccc2)c(=O)n2n1CC(COc1ccccc1)=C([C@H](O)c1ccccc1)[C@@H]2CO

# A section taken from the entries so far, for reference:
NSD2 block | structure
-4 | C[C@@H]1CN([C@@H](C)CO)S(=O)(=O)c2ccc(-c3cccc(F)c3)cc2O[C@H]1CN(C)C(=O)Nc1cc(F)ccc1F
-3 | O=C1CCC=CC1(O)C(=O)OCc1cccc(O)c1OC1OC(CO)C(O)C(O)C1O (configuration not stated)
-5 | C[C@H](CO)N1C[C@H](C)[C@@H](CN(C)C(=O)c2ccccc2)OCc2ccccc2-c2ccccc2C1=O
3 | O=C(C[C@@H]1C=C[C@@H](NC(=O)c2cccnc2)[C@@H](CO)O1)NCCN1CCCCC1
2 | COC(=O)CCCCCCC(=O)N/N=C/c1ccncc1Br
0 | CC(C)NC(=O)N(C)C[C@@H]1Oc2cc(C#CCN(C)C)ccc2S(=O)(=O)N([C@H](C)CO)C[C@H]1C
-1 | C[C@@H]1CN([C@H](C)CO)C(=O)c2cc(C#CC3(O)CCCC3)cnc2O[C@@H]1CN(C)C(=O)CN(C)C
-109 | COc1ccccc1S(=O)(=O)N(C)C[C@@H]1Oc2cc(C#CCC(C)C)ccc2S(=O)(=O)N([C@H](C)CO)C[C@H]1C
2 | CCOC(=O)Nc1c[n+](N2CCOCC2)no1
4 | COc1ccccc1-c1ccc2c(c1)O[C@@H](CN(C)S(=O)(=O)c1ccc(C)cc1)[C@@H](C)CN([C@H](C)CO)S2(=O)=O
7 | COc1ccc(C#Cc2ccc3c(c2)O[C@@H](CN(C)C(=O)NC2CCCCC2)[C@@H](C)CN([C@H](C)CO)S3(=O)=O)cc1
1 | Cc1ccc(S(=O)(=O)N(C)C[C@@H]2OCc3ccccc3-c3c(n(C)c4ccccc34)C(=O)N([C@@H](C)CO)C[C@@H]2C)cc1

# Assay outcomes as filed in PubChem.

# These rows are one share of the data; the hit share may differ from the screen's.
